GlmU inhibition = inhibition of mycobacterial GlmU enzyme – biochemical, glucosamine-1-phosphate acetyltransferase (AID 1376); hit rate 0.25% among 220,000; inhibition, %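 (tested at 30 µM in the primary screen)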, or IC50 in µM where a hit was titrated; M. tuberculosis GlmU acetyltransferase enzyme assay; higher % means a stronger effect; in the data active = inhibition above about 13%;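 note: 0% = complete reaction with vehicle and 100% = reaction without substrate; strong numbers were not always called active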
Mtb RmlCD inh = M. tuberculosis RmlC/RmlD coupled enzyme inhibitors, primary screen, biochemical, compound mixtures, 384-well, from 1536-well plates; RmlC+RmlD coupled enzyme assay, percent inhibition; primary screen in compound mixtures; hit rate 0.03% among 160,000; inhibition, % at 3.6 µM; AID 1533, 2009; dTDP-4-dehydrorhamnose reductase (Mycobacterium tuberculosis (strain ATCC 25618 / H37Rv)) …; in the data active = inhibition mostly above about 34%, no sharp cut-off; note: some results filed as inactive read as strong as hits
Target sequence (P9WH09 whole entry, looked up): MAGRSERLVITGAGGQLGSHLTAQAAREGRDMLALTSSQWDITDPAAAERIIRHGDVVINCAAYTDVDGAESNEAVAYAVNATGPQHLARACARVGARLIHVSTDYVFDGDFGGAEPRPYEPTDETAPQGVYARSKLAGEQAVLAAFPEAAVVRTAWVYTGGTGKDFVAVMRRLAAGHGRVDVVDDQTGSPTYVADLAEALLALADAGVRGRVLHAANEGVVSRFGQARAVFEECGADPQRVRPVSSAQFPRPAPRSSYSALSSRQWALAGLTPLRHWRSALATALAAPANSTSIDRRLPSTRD
Target sequence (P9WH11 whole entry, looked up): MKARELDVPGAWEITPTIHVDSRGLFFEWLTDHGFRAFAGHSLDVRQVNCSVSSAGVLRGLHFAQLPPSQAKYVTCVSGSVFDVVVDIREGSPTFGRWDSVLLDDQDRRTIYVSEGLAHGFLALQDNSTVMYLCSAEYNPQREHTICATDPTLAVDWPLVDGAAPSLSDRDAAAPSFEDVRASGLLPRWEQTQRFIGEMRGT
An asterisk follows results filed as active; · = no result given; & = joins results of further samples. These rows are one share of the data, so the mix of outcomes need not match the whole.

SMILES	GlmU inhibition	Mtb RmlCD inh
CCN1C[C@]2(COC)CC[C@H](O)[C@@]34C5C[C@H]6[C@H](O)C5[C@](O)(C[C@H]6OC)[C@@H]([C@H](OC)C23)[C@@H]14 (some centres undefined)	0.6%	·
COCCOC(=O)c1c(C)oc2ccc(NS(=O)(=O)c3ccc(C)cc3)cc12	5.6%	6.1
CCOC(=O)C(Cc1ccccc1)C(=O)Nc1ccc(NC(=O)C(Cc2ccccc2)C(=O)OCC)cc1 (centres undefined)	-5.4%	0.8
O=c1[nH]c(=S)n(C2CC2)c(O)c1C=NCCc1ccccc1	0.1%	9.4
C=CCn1cnc2c(c1=O)c1nc3ccccc3nc1n2/N=C/c1cc(OC)c(OC)c(OC)c1	-3.9%	-3.8
CCc1n[nH]c(=S)n1/N=C/c1ccccc1OCc1ccc(Cl)cc1	-4.7%	-7.2
CS(=O)(=O)N1CC(C(=O)NC2CC2)Oc2ccc(Cl)cc21 (centres undefined)	-7.2%	6.6
Cc1cc(=O)[nH]c(SCc2cn3ccccc3n2)n1	3.2%	-7.0
CCc1ccc(C2=NN(C(=O)OC)C(O)(C(F)(F)F)C2)cc1 (centres undefined)	-0.5%	10.6
COCCN(C(=O)CSc1nnc(-c2ccccc2F)n1C)c1c(N)n(Cc2ccccc2)c(=O)[nH]c1=O	-1.7%	·
Cc1cc(Cl)c(S(=O)(=O)NCCC(=O)O)cc1OCC(N)=O	2.9%	1.9
Cc1ccc(CN2CC(C(=O)Nc3ccc(S(=O)(=O)Nc4cc(C)nc(C)n4)cc3)CC2=O)cc1 (centres undefined)	8.6%	·
CS(=O)(=O)N1CCN(C(=O)c2ccc(Cl)s2)CC1	3.5%	-4.8
CNC(=S)/N=C(\Nc1ccc(C)cc1)c1ccccc1	1.4%	-5.4
Cc1ccc(-c2nnc(NC3CCCCC3)c3ccccc23)cc1S(=O)(=O)N1CCN(C)CC1	11.4%	·
O=C(CNS(=O)(=O)c1ccccc1)NCC(=O)OCc1ccc(C(=O)c2ccccc2)cc1	-0.6%	·
Cn1ncc2c(NNC(=O)c3ccccc3Cl)ncnc21	-4.2%	-9.5
COc1ccc(C(=S)N2CCOCC2)cc1OS(=O)(=O)c1ccccc1[N+](=O)[O-]	-0.2%	·
C[C@H]1CCC[C@]2(O[C@@H](CCO)C[C@H](O)[C@H]2O)O1	-1.6%	·
COCCn1c(N)c(N(Cc2ccccc2)C(=O)Cc2c(Cl)cccc2Cl)c(=O)[nH]c1=O	-1.4%	6.6
NC1=NCC(O)=C1c1nc2ccccc2[nH]1	-4.9%	4.0
COc1cccc(-c2nc3ccc(O)cc3c(=O)o2)c1	1.9%	9.9
Cc1ccc(C(=O)NCc2ccc3c(c2)OCO3)cc1N1CCCC1=O	-3.0%	5.9
O=C(NC1CCN(C(=S)NCc2ccco2)CC1)C12CC3CC(CC(C3)C1)C2	-0.6%	·
O=C(NCCCN1CCCC1=O)NC1CCCCC1	-1.2%	-6.9
Cc1nc2nc(CSc3ccc(Cl)cc3)cc(=O)n2[nH]1	2.2%	-9.4
CCOC(=O)c1ccc2[nH]c3ccccc3c2c1	-6.6%	10.3
NC(=O)C1CCN(S(=O)(=O)c2cccc(S(=O)(=O)N3CCCCC3)c2)CC1	·	-6.9
Fc1ccccc1Cn1nnc2c(NCCc3ccccn3)ncnc21	5.2%	·
COc1ccc(NC(=O)c2cc(CN3C(=O)c4ccccc4C3=O)ccc2OC)cn1	-3.1%	15.5
CCCc1nc(SCC(=O)Nc2cc(C)on2)c2c(=O)n(C)c(=O)n(C)c2n1	0.0%	7.1
COc1ccc(NC(=O)CSc2ncc(-c3ccc(F)cc3)n2Cc2ccco2)cc1	-0.7%	·
COC(=O)c1ccc(S(=O)(=O)NCc2ccccn2)n1C	-0.3%	17.3
OC(COCc1ccc(Cl)cc1)CN1CCN(c2ccccn2)CC1 (centres undefined)	5.6%	2.5
CCN(CC)CCN1C(=O)Cn2c(C)c(C)c3cccc1c32	2.6%&-3.0%	-11.1
O=C(C1CCCO1)N(c1ccc(F)cc1)C1C=CS(=O)(=O)C1 (centres undefined)	1.2%	-2.6
CSc1cccc(NC(=O)CSc2nc3ccccc3o2)c1	-5.5%	-13.7
N=C1C(c2ccccc2)=C(O)CN1CCCO	-4.2%	-0.9
CNc1nc(-c2ccccc2)cc(C)c1S(C)(=O)=O	7.5%	18.0
O=C(Nc1nnc(SCc2ccccn2)s1)C1CC(=O)N(c2ccccc2)C1 (centres undefined)	-2.0%	8.3
COc1cc(OC)cc(C(=O)N[C@H](C(=O)OCC(N)=O)C(C)C)c1	-1.0%	1.1
COc1ccc(C(=O)Nc2cccc3c2C(=O)NC3=O)cc1S(=O)(=O)N1CCOCC1	·	-0.7
CC(=O)c1ccc(NC(=O)c2ccc3nc(-c4ccco4)c(-c4ccco4)nc3c2)cc1	14.4%*	11.2
COCCNC(=O)Cn1nc(-c2ccccc2OC)ccc1=O	3.9%	-5.7
Cc1sc2ncn(CC(=O)Nc3cccc(S(N)(=O)=O)c3)c(=O)c2c1-c1ccccc1	-0.5%	2.1
CC(/C=C/c1ccc2c(c1)OCO2)=N/NC(=O)CNc1ccc(C)cc1	3.1%	·
O=C(O)CCC(C(=O)O)n1c(O)c(C2=c3ccccc3=NC2=O)sc1=S (centres undefined)	3.1%	-8.0
c1ccc(OCCSc2nc3ccccc3[nH]2)cc1	5.4%	·
O=C(NC1CCCc2ccccc21)C1CCN(c2nnc(-n3cccc3)s2)CC1 (centres undefined)	0.1%	7.8
O=C(CO/N=C/c1ccccc1Cl)N1CCCc2ccccc21	-3.3%	5.4
Cc1occc1-c1nnc(SCC(=O)Nc2nc3ccccc3s2)o1	-1.5%	5.4
CCOC(=O)N1CCN(C(=O)CCNS(=O)(=O)c2ccc3c(c2)c(=O)n(C)c(=O)n3C)CC1	7.2%	-8.7
CCOC(=O)c1ccc2nc(C)c(CC)c(Cl)c2c1	0.3%	8.7
Cn1c(C(O)c2ccccc2)nc(Cl)c1Cl (centres undefined)	-1.2%	35.8
O=C(COc1ccccc1)Nc1ccccc1N1CCN(c2ccc(F)cc2)CC1	-2.0%	5.1
CC(C)CN(C(=O)CSc1nncn1-c1ccccc1)c1c(N)n(CC(C)C)c(=O)[nH]c1=O	1.3%	6.5
Cc1cccc(C)c1NS(=O)(=O)c1ccc2c(c1)C(=O)c1ccccc1C2=O	3.6%	0.7
CC(Sc1n[nH]c(N)n1)C(=O)Nc1ccc(Cl)cn1 (centres undefined)	-3.7%	-2.9
Cc1cccc(OCc2nc(-c3ccc(Br)o3)no2)c1	1.8%	0.1
COc1ccc(C(=O)NCc2nnc(SCC(=O)Nc3cccc(C(F)(F)F)c3)o2)cc1OC	2.6%	9.7

Given with values under each structure: four of the compounds above.
Second line of a record: GlmU inhibition	Mtb RmlCD inh
Cc1occc1-c1nnc(SCC(=O)Nc2nc3ccccc3s2)o1
  -1.5%	5.4
CCOC(=O)N1CCN(C(=O)CCNS(=O)(=O)c2ccc3c(c2)c(=O)n(C)c(=O)n3C)CC1
  7.2%	-8.7
CCOC(=O)c1ccc2nc(C)c(CC)c(Cl)c2c1
  0.3%	8.7
Cn1c(C(O)c2ccccc2)nc(Cl)c1Cl (centres undefined)
  -1.2%	35.8

Later entries:
SMILES	GlmU inhibition	Mtb RmlCD inh
O=c1oc(-c2ccccc2NS(=O)(=O)c2ccc3ccccc3c2)nc2ccccc12	-1.2%	-3.2
COC(=O)Cc1ccc(NC(=O)c2ccc(NC(=O)c3ccco3)cc2)cc1	-0.5%	6.0
CCn1c(-c2ccccc2Cl)nn(CC(=O)Nc2ccccc2C)c1=S	2.0%	-6.1
c1ccc(C(c2ccccc2)N2CCN(C(c3ccccn3)c3nnnn3C3CCCC3)CC2)cc1 (centres undefined)	-1.6%	12.6
CN1CCN(C(c2ccc(F)cc2)c2nnnn2Cc2cccs2)CC1 (centres undefined)	-0.9%	-8.8
CC(C)N(O)C(=O)NC(C)(C)C	0.9%	-0.1
CCOc1cc(/C=C2\NC(=S)N(c3c(C)n(C)n(-c4ccccc4)c3=O)C2=O)ccc1O	1.4%	-7.5
CC1CCN(CCNC(=O)C2CCCN(S(=O)(=O)c3cccc4nonc34)C2)CC1 (centres undefined)	-4.3%	·
COCCCN(CCCN)Cc1ccco1	-4.6%	13.1
COc1ccc(CCn2c(-c3cc([N+](=O)[O-])cc([N+](=O)[O-])c3)nc3nc4ccccc4nc32)cc1OC	1.4%	-8.8
CC1CC(C)(C)Nc2ccc(N=O)cc21 (centres undefined)	3.1%	4.8
O=C(Nn1cnc2ccccc2c1=O)c1ccccc1[N+](=O)[O-]	3.8%	4.4
CC1SCC(NC(=O)c2ccccc2Cl)CS1 (centres undefined)	0.5%	-8.1
CC(=O)Nc1ccc(CN2CCN(C3CCCC3)C(CCO)C2)cc1 (centres undefined)	-3.9%	-9.3
Cc1ccnc(NS(=O)(=O)c2ccc(NC(=O)C(C)(C)C)cc2)n1	8.4%	9.2

The final 3 compounds of the part before come first, to join the parts:
SMILES	GlmU inhibition	Mtb RmlCD inh
CC1SCC(NC(=O)c2ccccc2Cl)CS1 (centres undefined)	0.5%	-8.1
CC(=O)Nc1ccc(CN2CCN(C3CCCC3)C(CCO)C2)cc1 (centres undefined)	-3.9%	-9.3
Cc1ccnc(NS(=O)(=O)c2ccc(NC(=O)C(C)(C)C)cc2)n1	8.4%	9.2
Oc1[nH]c2ccccc2c1/C=N/c1nccs1	·	-1.2
Clc1cc(Br)ccc1OCCn1ccnc1	6.0%	16.2
NC(Cc1ccc2nsnc2c1)C(=O)O (centres undefined)	-2.6%	·
CCOc1ccccc1NC(=S)N1C2CCC1CC(NC(=O)NC13CC4CC(CC(C4)C1)C3)C2 (centres undefined)	-4.5%	17.5
Cc1cccc(NC(=O)Nc2cccc(C)n2)n1	1.9%	1.9
O=C(NC(=S)N1CCN(c2ccc(Cl)cc2[N+](=O)[O-])CC1)c1cccs1	-5.6%	51.8
COc1ccc(C(=O)C2CCCN(C(=O)C3CCOCC3)C2)c(C)c1 (centres undefined)	1.1%	4.0
COc1ccccc1-n1cc([C@@H]2C[C@H]3CN(c4ccccc4)C(=O)[C@]34CCCN24)cn1	5.9%	·
CC1(C)Cc2nc3oc4c(=S)nc[nH]c4c3cc2CO1	-2.8%	4.0
O=C1c2cccc(OCc3ccc(F)cc3)c2CCN1Cc1ccc(F)cc1	-2.4%	22.4
Cc1cccc(CN2CCc3c(OCC(=O)NCc4ccco4)cccc3C2=O)c1	3.1%	20.3
CCN(CC)c1nc(-c2ccccc2)nc2c1sc(=S)n2CC	3.0%	-7.7
CCC(CC)C(=O)NC1CCSC1=O (centres undefined)	-1.1%	-7.8
c1cncc(N=c2scc(-c3cccc4ccccc34)n2CCCn2ccnc2)c1	-5.5%	-3.3
O=C(N/N=C/c1ccc[nH]1)c1ccccc1[N+](=O)[O-]	-0.1%	3.7
CSc1nnc(-c2ccccc2N=Cc2c(C)[nH]n(-c3ccccc3)c2=O)c(=O)[nH]1	-1.7%	·
N#Cc1cn(-c2ccccc2)nc1C(=O)c1ccccc1	-4.1%	8.1
CCOC(=O)Cc1cc(=O)n2[nH]c(-c3ccccc3)cc2n1	3.6%	·
CN(C)S(=O)(=O)c1ccc(Oc2ccccc2)cc1	-2.5%	·
O=C(COC(=O)c1ccc2c(c1)OCCO2)Nc1cc(Cl)ccc1Cl	2.2%	·
Cc1ccc(F)cc1NC(=O)Cc1nn(C)c(=O)c2ccccc12	-3.7%	3.0
O=C(CCCOc1ccccc1)N1CCN(S(=O)(=O)c2cccs2)CC1	-0.7%	·
CCc1c(C)nc(SCC(=O)Nc2nc(-c3ccc(OC)cc3)cs2)[nH]c1=O	-1.2%	·
CC(=O)Nc1nc(NC(=O)C(Cl)(Cl)Cl)n(-c2ccccc2)n1	-1.7%	8.3
CCN1C(=O)c2cccc3c(Cl)ccc(c23)C1=O	-2.1%	7.1
CN1CCN(/C(=N\S(=O)(=O)c2ccc(F)cc2)c2ccccc2)CC1	3.5%	-0.8
CCO[C@H]1OC(C(=O)NCc2nc3ccccc3[nH]2)=C[C@@H](C2CC2)[C@@H]1CCCO	-3.8%	·
N#Cc1cccnc1Nc1ccc(Cl)cc1	1.6%	-9.2
S=c1[nH]nc(-c2cccs2)n1/N=C/c1c(Cl)cccc1Cl	10.1%	3.5
CN1CCN(CC(=O)O)CC1	6.2%	·
c1coc(-c2nc3nc4ccccc4n3nc2-c2ccco2)c1	3.0%	10.0
COc1ccc(-c2cc(=O)oc3cc(OCC(C)=O)ccc23)cc1	1.3%	-8.2
C=CCNC(=O)c1ccccc1NC(=O)COc1ccccc1	-2.3%	-2.0
COC(=O)C1=C(N)N(c2ccccc2F)C2=C(C(=O)CC(C)(C)C2)C1c1ccc(OC)c(OC)c1 (centres undefined)	-0.3%	-8.6
CN(C)CCN(C(=O)c1ccc(S(=O)(=O)N(C)C)cc1)c1nc2cc3c(cc2s1)OCCO3	-5.3%	0.5
Cc1ccc(C(=O)O)cc1NC(=S)NC(=O)c1ccc(-c2ccc(Cl)cc2)o1	9.0%	4.0

Among those listed so far, these contain a CF3 group:
SMILES	GlmU inhibition	Mtb RmlCD inh
CCc1ccc(C2=NN(C(=O)OC)C(O)(C(F)(F)F)C2)cc1 (centres undefined)	-0.5%	10.6
COc1ccc(C(=O)NCc2nnc(SCC(=O)Nc3cccc(C(F)(F)F)c3)o2)cc1OC	2.6%	9.7

Random excerpt: 2 compounds from above.
SMILES	GlmU inhibition	Mtb RmlCD inh
c1coc(-c2nc3nc4ccccc4n3nc2-c2ccco2)c1	3.0%	10.0
C=CCNC(=O)c1ccccc1NC(=O)COc1ccccc1	-2.3%	-2.0

Bioassay records from PubChem.
